Screening results as filed in PubChem.
TMEM16A inh = inhibitors of mouse TMEM16A calcium-activated chloride channel | HEK293 TMEM16A/YFP iodide influx fluorescence, ionomycin | normalized B-score (activity score, 25-100; higher = stronger inhibition) at 10 µM | actives 1.2% (n = 310,000) | AID 588511;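 active means ratio plate-corrected score three or more library SD toward inhibition, starting fluorescence score within five deviations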;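 further: score derived from kinetic fluorescence span divided by baseline fluorescence per well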
SKKanGAS inh = inhibitors of SKKanGAS S. pyogenes growth in kanamycin (SK-promoter or general growth effect). BacTiter-Glo, 6 h. inhibition, % at 7.5 µM. actives 1.3% (n = 300,000);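 active means mean replicate score, as percent of positive control median, at least 50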;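 further: strain carries kanamycin resistance gene driven by streptokinase promoter and grows in 40 µg/ml kanamycin; loss of luminescence reflects streptokinase promoter inhibition or plain growth inhibition; 0% = median of DMSO wells and 100% = positive control at its reference dose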
MrgX1 antag = antagonists of human MrgX1 receptor; MRGX1-HEK293 calcium flux, Fluo-4, BAM8-22 antagonism; stronger effect = lower value; B-score at 10 µM; Q96LB2; actives 1.3% (n = 310,000);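 active means calcium-response B-score plate-corrected more than 3 library SD below zero, starting fluorescence within 5 deviations, no agonist response on first addition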;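 further: peak minus trough fluorescence over baseline after final BAM8-22 challenge near maximal dose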
Target sequence (Q96LB2 whole entry, looked up): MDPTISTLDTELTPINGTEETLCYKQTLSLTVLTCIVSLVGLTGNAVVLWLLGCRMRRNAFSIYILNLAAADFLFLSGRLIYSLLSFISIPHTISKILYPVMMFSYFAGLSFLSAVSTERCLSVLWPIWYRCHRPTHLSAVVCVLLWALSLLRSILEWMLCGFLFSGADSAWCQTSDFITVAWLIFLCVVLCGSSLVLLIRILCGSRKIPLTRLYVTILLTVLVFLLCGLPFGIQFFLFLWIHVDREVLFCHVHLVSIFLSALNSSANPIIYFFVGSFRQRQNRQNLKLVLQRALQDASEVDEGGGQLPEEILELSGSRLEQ
ANO1 activ = activates or potentiates the mouse TMEM16A chloride channel. Q8BHY3. HEK293 TMEM16A/YFP-H148Q/I152L, iodide quench fluorescence; stronger effect = lower value. B-score at 10 µM. actives 0.3% (n = 340,000). AID 623877;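 active means fluorescence-ratio B-score plate-corrected deviation score at least 3 library SD below zero, with starting fluorescence score within 5 deviations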;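 further: channel opened by trigger with iodide after compound preincubation; score built on the fluorescence ratio of max minus min over baseline; more negative score means more quench and so TMEM16A activation or potentiation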
MrgX1 allo act = human MrgX1 positive allosteric modulation, primary screen. Q96LB2. MrgX1-HEK293, Fluo-4 calcium flux, FDSS; stronger effect = higher value. B-score at 10 µM. actives 0.63% (n = 310,000). AID 588675;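 active means plate-corrected calcium response at least 3 library SD above typical, normal starting fluorescence, not activating the receptor alone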;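 further: compound read alongside a low EC10 to EC30 dose of BAM8-22 agonist; peak minus trough fluorescence over baseline measured at the second addition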
TRPC6 inhibitor = blocks the mouse TRPC6 cation channel; Q61143; HEK293-TRPC6, membrane potential dye, ACh-evoked depolarization; stronger effect = lower value; B-score at 10 µM; actives 1.1% (n = 310,000); AID 2553;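 active means B-score under library mean minus 3 SD, initial fluorescence not abnormally high, positive integrated signal ratio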;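 further: B-score derived from integrated fluorescence ratio over the kinetic read; more negative B-score means stronger inhibition of depolarization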
MrgX1 agonist = agonists of human MrgX1 receptor; Q96LB2; MrgX1-HEK293 cells, Fluo-4 calcium fluorescence, agonist mode; stronger effect = higher value; B-score at 10 µM; actives 0.44% (n = 310,000); AID 588627;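 active means calcium response B-score plate-corrected fluorescence ratio at least 3 library SD, with starting fluorescence B-score inside 5 SD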
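Test system: Stable human MrgX1 HEK293 cell line | Schedule: Overnight plating before 1 h dye loading | Read-out basis: Baseline-normalised fluorescence change ratio, B-scored | Detection: Kinetic calcium dye fluorescence, Fluo-4 NW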
TRPC6 activator = activators of mouse TRPC6 channel; Q61143; HEK293-TRPC6 membrane potential dye fluorescence; stronger effect = higher value; B-score at 10 µM; actives 0.13% (n = 310,000); AID 2550;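 active means B-score of the integrated fluorescence ratio above library mean plus 3 SD, and starting fluorescence ratio within library mean plus 5 SD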;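 further: higher score means more depolarization so channel activation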
TRPC4 act = activators of mouse TRPC4 channel; HEK293 TRPC4beta/mu-opioid, Fluo4 calcium fluorescence; stronger effect = higher value; B-score at 10 µM; actives 0.49% (n = 310,000); AID 2237;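 active means B-score above 5 SD of library B-scores, and initial fluorescence ratio not above library mean plus 5 SD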;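 further: positive B-score marks a calcium rise read as TRPC4 activation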
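Technique: kinetic Fluo4 calcium fluorescence; Test system: TRPC4beta and mu-opioid receptor HEK293 stable cells; Measure: B-scored integrated calcium fluorescence ratio; Benchmarks: low control buffer alone, high control maximal DAMGO; Schedule: 45 min room-temperature Fluo4 loading, 110 s read.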
TRPC4 PAM = TRPC4 (mouse) allosteric potentiation. AID 2227. Q9QUQ5. actives 0.42% (n = 310,000). B-score at 10 µM. HEK293 TRPC4beta/mu-opioid, DAMGO EC20, Fluo-4 Ca2+ flux; stronger effect = higher value;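 active means B-score of calcium response area above 5 SD of library B-scores, with initial fluorescence ratio within 5 SD of library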;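 further: B-score of integrated fluorescence ratio over time as area under calcium response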
TRPC4 block = blocks the mouse TRPC4 cation channel. AID 2247. actives 0.39% (n = 300,000). Q9QUQ5. HEK293 TRPC4beta/mu-opioid, DAMGO-evoked Fluo4 calcium flux; stronger effect = lower value. B-score at 10 µM;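 active means B-score over 3 SD under the library average, no early fluorescence shift, positive overall ratio signal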
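material = TRPC4beta/mu-opioid receptor HEK293 cell line | probe or stimulus = sequential submaximal and maximal DAMGO stimulation | compound dosing = one concentration per compound | measured by = Fluo4 Ca2+ flux fluorescence | evaluation = integrated fluorescence ratio relative to baseline, converted to per-well B score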
* hit, by the source's call; i = inactive; . = no result given. An unsorted share of the library; any-hit rate near 6.7%.

SMILES	TMEM16A inh	SKKanGAS inh	MrgX1 antag	ANO1 activ	MrgX1 allo act	TRPC6 inhibitor	MrgX1 agonist	TRPC6 activator	TRPC4 act	TRPC4 PAM	TRPC4 block
N#CC1=C(SCC(=O)Nc2cccc3cccnc23)NC(=O)C(C#N)C12CCCCC2 (stereo not given)	100*	20.4	i	i	i	i	i	i	i	i	i
COc1ccccc1NC(=O)Nc1sccc1-c1nc2ccccc2s1	i	8.9	i	i	i	i	i	i	i	i	i
CCCC(=O)NC(c1ccc(OC)c(OC)c1)c1c(O)ccc2ccccc12 (stereo not given)	i	-11.0	i	i	i	i	i	i	i	i	i
Cc1ccccc1OCC(=O)N/N=C/c1cn(C)c2ccccc12	i	-9.2	i	i	i	i	i	i	i	i	i
CCN(CC)CCCNC(=O)CSc1nc(-c2cccs2)cc(C(F)(F)F)n1	i	1.4	i	i	i	i	i	i	i	i	i
Cn1cc(-c2ccccc2)cc(C#N)c1=O	i	-8.4	i	i	i	i	i	i	i	i	i
CC(=O)Nc1ccc(S(=O)(=O)N=S(C)C)cc1	i	-2.4	i	i	i	.	i	.	.	.	.
CCCCn1ccnc1C(=O)c1ccc(S(=O)(=O)N(CCOC)CCOC)cc1	i	-2.2	i	.	i	i	i	i	i	i	i
COc1cc(C=O)ccc1OCCSc1ccc(Cl)cc1	i	-3.6	-5.38*	i	i	i	i	i	i	i	i
O=C(CCC(=O)c1cccs1)NC(c1ccccc1)c1ccccc1	i	9.1	i	i	i	i	i	i	i	i	i
CCOC(=O)N1CCN(C(=O)CSc2ccc3nnc(-c4ccccn4)n3n2)CC1	i	-3.3	i	i	i	i	i	i	i	i	i
COc1cccc(CNc2ccc(S(N)(=O)=O)cc2)c1OCc1ccccc1F	i	0.2	i	i	i	i	i	i	i	i	i
Cn1c(=O)n(Cc2ccccc2)c(=O)c2c1nc1n2CCCN1Cc1ccccc1	i	18.3	i	i	i	i	i	i	i	i	i
Cc1cccc(NC(=O)CSc2nc3ccccc3nc2N2CCCCC2)c1	i	5.2	i	i	i	i	i	i	i	i	i
Cc1ccc(-n2c(=S)[nH]c3[nH]ncc3c2=O)cc1	i	-14.8	i	i	i	i	i	i	i	i	i
CC(NC(=O)CN(c1cccc(C(F)(F)F)c1)S(=O)(=O)c1ccc(Cl)c([N+](=O)[O-])c1)c1ccccc1 (stereo not given)	i	13.1	i	i	i	i	i	i	i	i	i
O=C(NCN1CCN(c2ccccc2F)CC1)c1ccccc1	i	8.5	i	i	i	i	i	i	i	i	i
Cc1ccc(S(=O)(=O)N(Cc2ccc(Cl)cc2)c2ccccc2C(=O)NCc2cccnc2)cc1	i	3.5	i	i	i	i	i	i	i	i	i
CCOc1[nH]n(-c2ccccc2)c(=O)c1C=Nc1ccc(C(=O)OC)cc1	i	-6.8	i	i	i	i	i	i	i	i	i
CCc1nc2ccccc2c(=O)n1NCCc1ccccc1	i	0.5	i	i	i	i	i	i	i	i	i
CC1CC(C)(C)Nc2ccc(N=O)cc21 (stereo not given)	.	-1.0	.	i	.	i	.	i	i	i	i
COc1ccccc1CNC(=O)CCCc1nnc2n(C)c(=O)c3sccc3n12	i	0.7	i	i	i	i	i	i	i	i	i
Cc1cccc(NC2=NC(C)(C)N=C(N)N2)c1	i	111.0*	i	i	i	i	i	i	i	i	i
COc1ccc(Cl)cc1-n1c(=S)sc2c(=O)[nH]c(SCC(=O)C(C)(C)C)nc21	100*	31.3	i	i	i	i	i	i	i	i	i
CCN(CC)c1nc2cc(OC)ccc2cc1C#N	i	-8.0	i	i	i	i	i	i	i	i	i
O=C(CSc1nnc(NC(=O)c2ccco2)s1)Nc1ccccc1Cl	i	7.2	i	i	i	i	i	i	i	i	i
CCOC(=O)c1c[nH]c2ccc3ccccc3c2c1=O	i	-0.4	i	i	i	i	i	i	i	i	i
CC(Cc1nnc(N)s1)c1ccccc1 (stereo not given)	i	3.7	i	i	i	i	i	i	i	i	i
CCN(CC(=O)Nc1ccc(NC(C)=O)cc1)C(=O)COc1ccccc1Cc1ccccc1	i	-10.4	i	i	i	i	i	i	i	i	i
O=C(NC1CCCc2ccccc21)C12CC3CC(CC(O)(C3)C1)C2 (stereo not given)	i	-15.6	i	i	i	i	i	i	i	i	i
O=c1c2ccccc2c(-c2ccccc2)nn1-c1cc(Cl)ccc1[N+](=O)[O-]	i	4.1	i	i	i	.	i	.	.	.	.
Cc1noc2ncnc(N3CCCCC3)c12	i	-17.7	i	i	i	i	i	i	i	i	i
COc1ccc(N2C(=O)CC(N(CCc3ccc(S(N)(=O)=O)cc3)C(=S)Nc3ccccc3)C2=O)cc1 (stereo not given)	i	-2.7	i	i	i	i	i	i	i	i	i
CSc1nncc(-c2ccc(F)c(F)c2)n1	i	-6.0	i	i	i	i	i	i	i	i	i
Cc1ccc(-c2cc(C(=O)OCC(=O)Nc3ncc(C(F)(F)F)cc3Cl)c3ccccc3n2)cc1	i	1.7	i	i	i	i	i	i	i	i	i
Cc1c(C(=O)Nc2nc3ccccc3[nH]2)oc2ccc(Br)cc12	i	78.6*	i	-4.62*	i	i	i	i	i	i	i
Cc1ccn2c(=O)nc(SCc3cccc(C(F)(F)F)c3)nc2c1	i	2.7	i	i	i	i	i	i	i	i	i
CCc1ccc(Nc2ncc3c(n2)CC(C)(C)CC3=O)cc1	i	-9.4	i	i	i	i	i	i	i	i	i
COc1ccc(/C=N/n2c(C)nc3sc(C)c(C)c3c2=O)cc1	i	21.6	i	i	i	i	i	i	i	i	i
COc1ccc(C)cc1N(C(=O)CNC(=O)c1ccco1)C(C(=O)NCC1CCCO1)c1ccccc1 (stereo not given)	i	-0.3	i	i	i	i	i	i	i	i	i
CN(C(=O)COc1coc(CN2CCN(c3ccccc3)CC2)cc1=O)c1ccccc1	i	-8.9	i	i	i	i	i	i	i	i	i
CC(=O)Nc1ccccc1NC(=O)CC(C)(C)C	i	0.6	i	i	i	i	i	i	i	i	i
CCn1c(SCC(=O)N2c3ccccc3CCc3ccccc32)nc2c1c(=O)n(C)c(=O)n2C	i	-1.2	i	i	i	i	i	i	i	i	i
O=C1C(=C(c2ccccc2)c2ccccc2)Nc2ccccc21	i	10.4	i	i	i	i	i	i	i	i	i
N/C(Cc1nc(-c2ccc(Cl)cc2)cs1)=N/O	i	-14.6	i	i	i	i	i	i	i	i	i
CCCCNCC1CCCO1 (stereo not given)	i	1.1	i	i	i	i	i	i	i	i	i
NC(=O)C1(NC(=O)[C@@H]2CC3(CC(c4cccc(NC(=O)[C@@H]5CCC(=O)N5)c4)=NO3)CN2C(=O)c2ccccc2)CC1 (stereo not given in full)	i	3.0	i	i	i	i	i	i	i	i	i
COCCNS(=O)(=O)c1ccc2c3c(cccc13)C(=O)N2C	i	-9.5	i	i	i	i	i	i	i	i	i
Cc1nnc(NC(=O)CN2C(=O)c3ccccc3S2(=O)=O)s1	i	-1.9	i	i	i	i	i	i	i	i	i
CC(C)C(C)(C#N)NC(=O)CSc1nnc(-c2ccccc2)o1 (stereo not given)	i	-8.9	i	i	i	i	i	i	i	i	i
Cc1ccc(C)c(Cn2nnc3c(=O)[nH]c(C4CCCN(C(=O)c5ccco5)C4)nc32)c1 (stereo not given)	i	1.8	i	i	i	i	i	i	i	i	i
O=C(N/N=C1\C/C(=N\NC(=O)c2ccncc2)c2ccccc21)c1ccncc1	i	1.6	i	i	i	i	i	i	i	i	i
CC(C)CCN(CCC(C)C)C/C(O)=C(\C#N)c1nc(-c2ccccc2)cs1	i	8.4	i	i	i	i	i	i	i	i	i
O=C(NC(NC(=S)Nc1ccccc1)C(Cl)(Cl)Cl)c1cccc(Cl)c1 (stereo not given)	i	25.4	i	i	i	i	i	i	i	i	i
Cc1nn(CCO)c(N)c1C1(O)C(=O)Nc2c(Cl)cc(Cl)cc21 (stereo not given)	i	9.2	i	i	i	i	i	i	i	i	i
O=C(O)c1ccccc1-c1ccccc1C(=O)Nc1nccs1	i	41.3	i	i	i	i	i	i	i	i	i
O=S(=O)(c1ccc(NC(=S)NCc2ccco2)cc1)N1CCCC1	i	1.6	i	i	i	i	i	i	i	i	i
COc1cc2nc(N(CCCN(C)C)C(=O)c3ccc(S(=O)(=O)N4CCc5ccccc5C4)cc3)sc2cc1OC	i	-5.6	i	i	i	i	i	i	i	i	i
CC1CCN(CCCNC(=O)CN2C(=O)CSc3ccc(S(=O)(=O)N4CCC(C)CC4)cc32)CC1	i	-14.4	i	i	i	i	i	i	i	i	i
Cc1nc(SCCC(C)C)c([N+](=O)[O-])[nH]1	i	3.4	i	i	i	i	i	i	i	i	i

Next structures follow:
SMILES	TMEM16A inh	SKKanGAS inh	MrgX1 antag	ANO1 activ	MrgX1 allo act	TRPC6 inhibitor	MrgX1 agonist	TRPC6 activator	TRPC4 act	TRPC4 PAM	TRPC4 block
Cc1cc(NC(=O)C2(c3ccccc3)CCCC2)no1	i	-2.9	i	i	i	i	i	i	i	i	i
CC1CCN(C(=O)c2[nH]cnc2C(=O)N[C@@H](Cc2ccccc2)C(=O)OC(C)(C)C)CC1	i	8.1	-7.01*	i	i	i	i	i	i	i	i
CN(CCc1ccccn1)Cc1ccc(Cl)cc1Cl	i	-1.1	i	i	i	i	i	i	i	i	i
Cc1cccc(C(=O)Nc2c3c(nn2C(C)(C)C)CS(=O)(=O)C3)c1	i	3.0	i	i	i	i	i	i	i	i	i
COc1ccccc1NC(=O)c1cc2c(CO)cnc(C)c2oc1=Nc1ccc(OC)c(OC)c1	i	16.9	i	i	i	i	i	i	i	i	i
O=[N+]([O-])c1cccc(-c2n[nH]c(=S)n2-c2ccccc2)c1	i	6.2	i	.	i	i	i	i	i	i	i

Looked up above:
O=[N+]([O-])c1cccc(-c2n[nH]c(=S)n2-c2ccccc2)c1 in SKKanGAS inh is entered as 6.2
CC1CCN(C(=O)c2[nH]cnc2C(=O)N[C@@H](Cc2ccccc2)C(=O)OC(C)(C)C)CC1 in MrgX1 antag is entered as -7.01*
